Screening results (PubChem)
Rac1 act GTP bind: GTP binding modulators of activated mutant Rac1, primary screen, biochemical, bead-based flow cytometry, multiplex, fluorescent GTP; Ras-related C3 botulinum toxin substrate 1 (Homo sapiens), P63000; GST-Rac1 activated beads; actives lie on both sides; 100% means binding = to untreated wells; percent activity (GTP binding), % at 10 µM; 190,000 compounds, 0.11% hits; AID 764, 2007;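 active = GTP binding at least 20 percentage points away from the 100% baseline, in either direction, so actives lie on both sides; inconclusive = Compound likely fluorescent itself, or too few beads counted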
Rac1 wt modul: wildtype Rac1 GTP binding modulators, primary screen, biochemical, GST-Rac1 beads, flow cytometry, multiplex; GTP binding activity (% of control), % at 10 µM; AID 757, 2007; 190,000 compounds, 0.27% hits; fluorescent GTP binding; actives lie on both sides; 0 = cold GTP competed, 100 = untreated;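 active = GTP binding activity at least 20 points away from the 100% control level, either lower or higher; inconclusive = compound flagged as likely green fluorescent, judged across all proteins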
Rab2A wt mod: modulators of GTP binding to Rab2A wildtype, primary screen, biochemical, dog, bead-based flow cytometry, multiplex. GST-Rab2 wt beads, Bodipy-GTP binding. AID 760, 2007. 190,000 compounds, 0.19% hits. Ras-related protein Rab-2A (Canis lupus familiaris), P61105. GTP binding activity, % at 10 µM;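 active = GTP binding activity at least 20 points away from 100%, either lowered or raised; inconclusive = signal likely due to the compound's own green fluorescence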;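 note: 0% = beads with excess unlabeled GTP and 100% = no-compound control corrected for plate trend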
ABCB1 block: ABCB1 efflux pump inhibitors, primary screen, cell-based, multiplex, flow cytometry, ABCG2 counter-screen. ATP-dependent translocase ABCB1 (Homo sapiens), P08183. CCRF-Adr cells, JC-1 efflux. inhibition, % at 6.6 µM. 190,000 compounds, 0.067% hits; in the data active = inhibition above about 40%;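 note: 0% = vehicle and 100% = reference inhibitor; higher value means more JC-1 retained so stronger ABCB1 efflux block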
Cdc42 wt: modulators of GTP binding to wildtype Cdc42, primary screen, biochemical, multiplex bead flow cytometry, Bodipy-GTP; GST-Cdc42 beads; actives lie on both sides; percent activity (GTP binding), % at 10 µM; 190,000 compounds, 0.2% hits;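 active = percent activity GTP binding at least 20 points away from the 100% baseline, either down as inhibitor or up as activator; inconclusive = compound flagged as likely green fluorescent from well-wide comparison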;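 note: median bead fluorescence of bound Bodipy-FL-GTP at 100 nM; 0% = excess unlabeled GTP control and 100% = no compound control; below 100% means less GTP binding so inhibitor and above means activator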
HRas wt GTP bind: modulators of GTP binding to HRas wildtype, primary screen, biochemical, bead-based flow cytometry, multiplex; GST-Ras wt beads, Bodipy-FL-GTP binding; actives lie on both sides; GTP binding activity, % at 10 µM; 190,000 compounds, 0.14% hits; AID 759, 2007;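 active = GTP binding activity at least 20% away from the 100% baseline, either lowered as inhibitor or raised as activator; inconclusive = flagged as likely green fluorescent, judged across all proteins in the well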;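 note: 0% = unlabeled GTP competition control and 100% = no-compound control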
Target sequence (P01112 whole entry, looked up): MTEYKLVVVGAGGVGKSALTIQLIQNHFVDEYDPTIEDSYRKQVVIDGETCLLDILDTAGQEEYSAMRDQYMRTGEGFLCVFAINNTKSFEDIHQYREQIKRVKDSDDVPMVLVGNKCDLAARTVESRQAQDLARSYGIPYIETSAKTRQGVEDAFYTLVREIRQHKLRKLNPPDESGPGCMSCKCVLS
Avidin bead fluor: green autofluorescence of compounds with avidin beads – biophysical, 488/530 nm, flow cytometry, artefact control, profiling panel | compound fluorescence 488/530 nm; hits give high values | fluorescence (KMESF) at 10 µM | 220,000 compounds, 0.38% hits; in the data active = fluorescence above about 47; note: inactives centre near 10
ABCG2 block: ABCG2 efflux pump inhibitors, primary screen, multiplex with ABCB1, IgMXP3 cells, flow cytometry; 190,000 compounds, 0.1% hits; Broad substrate specificity ATP-binding cassette transporter ABCG2 (Homo sapiens), Q9UNQ0; inhibition, % at 6.6 µM; JC-1 efflux;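 active = inhibition above 80%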;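 note: 0% = DMSO and 100% = nicardipine control wells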
Target sequence (Q9UNQ0 whole entry, looked up): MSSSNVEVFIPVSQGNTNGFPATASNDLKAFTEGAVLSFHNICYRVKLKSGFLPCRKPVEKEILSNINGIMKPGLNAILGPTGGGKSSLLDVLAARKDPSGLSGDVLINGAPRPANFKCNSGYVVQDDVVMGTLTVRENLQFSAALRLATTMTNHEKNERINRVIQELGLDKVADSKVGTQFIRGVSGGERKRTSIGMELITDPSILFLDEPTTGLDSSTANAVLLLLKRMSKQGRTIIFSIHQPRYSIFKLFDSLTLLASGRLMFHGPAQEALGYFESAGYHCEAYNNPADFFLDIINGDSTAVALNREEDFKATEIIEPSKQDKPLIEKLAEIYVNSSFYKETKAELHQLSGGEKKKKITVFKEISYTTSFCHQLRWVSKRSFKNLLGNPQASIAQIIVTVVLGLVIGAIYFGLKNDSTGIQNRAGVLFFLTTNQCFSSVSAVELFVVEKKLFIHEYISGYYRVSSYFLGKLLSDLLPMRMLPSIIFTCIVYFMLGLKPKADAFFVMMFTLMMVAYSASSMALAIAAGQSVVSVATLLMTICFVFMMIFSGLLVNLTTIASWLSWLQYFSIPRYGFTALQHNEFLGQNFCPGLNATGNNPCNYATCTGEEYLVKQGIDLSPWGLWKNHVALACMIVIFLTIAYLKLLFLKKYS
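Test system: ABCG2 IgMXP3 and barcoded ABCB1 CCRF-Adr cell mix; Schedule: cells with compound and JC-1, 10 min at 25 °C, rotating, no wash; Technique: flow cytometry of retained JC-1 fluorescence; Measure: % inhibition of efflux relative to nicardipine and DMSO; Controls: nicardipine high and DMSO low controls.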
GSH bead fluor: compound fluorescence on glutathione beads, profiling panel, artefact control, biophysical, 488/530 nm, flow cytometry; GSH beads flow cytometry, compound fluorescence 488/530 nm; hits give high values; fluorescence (KMESF) at 10 µM; 190,000 compounds, 0.25% hits; in the data active = fluorescence above about 89;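 note: glutathione beads carrying GST-tagged Bcl family fusion proteins plus one bare bead set; values are compound well signal with DMSO vehicle wells as background; inactives centre near 16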
Rab7 wt GTP bind: modulators of GTP binding to Rab7, primary screen, biochemical, wildtype, multiplex bead flow cytometry | 190,000 compounds, 0.055% hits | GST-Rab7 beads, fluorescent GTP binding; actives lie on both sides; untreated = 100%, excess cold GTP = 0% | GTP binding activity (percent of control), % at 10 µM | AID 758, 2007 | Rab7 GTPase wild type (dog), Bodipy-FL-GTP binding;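 active = fluorescent GTP binding to Rab7 beads changed by at least 20 points from the 100% baseline, either direction, mostly lower; inconclusive = compound itself probably fluorescent, or too few beads counted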;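 note: median green fluorescence of bound Bodipy-FL-GTP per Rab7 bead population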
Pf gametocyte: late stage P. falciparum gametocyte viability inhibitors, primary screen, ATP luminescence, HTS; P. falciparum stage V gametocytes, 24 h; inhibition, % at 10.9 µM; 150,000 compounds, 0.065% hits;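 active = inhibition above the mean plus 3 SD of compounds within the control limits, set per campaign, cut at about 38% in these data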;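 note: 0% = DMSO wells and 100% = medium only without gametocytes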
Starred values were filed as active, the others as inactive; ? = inconclusive; nt = no result given.

Value order: Rac1 act GTP bind, Rac1 wt modul, Rab2A wt mod, ABCB1 block, Cdc42 wt, HRas wt GTP bind, Avidin bead fluor, ABCG2 block, GSH bead fluor, Rab7 wt GTP bind, Pf gametocyte
1) Clc1ccc2[nH]cc(-c3nnnn3-c3ccccc3)c2c1
    96, 93, 98, 0.6, 97, 96, 14, 12, 12, 97, 5
2) O=C(COC(=O)C(O)c1ccccc1)NC12CC3CC(CC(C3)C1)C2 (stereo not given)
    101, 110, 105, 0.4, 106, 104, 10, 2, 8, 104, nt
3) O=C1CN(C(=O)c2cc([N+](=O)[O-])ccc2Cl)C(c2ccccc2)c2cc(F)ccc2N1 (stereo not given)
    100, 101, 102, 0.9, 100, 100, 8, 2, 14, 98, 14
4) O=C(CSc1ncc(-c2ccccc2)n1-c1ccccc1)NCc1ccco1
    97, 106, 100, 0.0, 102, 102, 14, 20, 37, 99, -5
5) Cc1c(NC(=O)OCc2ccccc2)c(=O)n(-c2ccccc2)n1C
    101, 105, 102, 0.8, 105, 101, 6, 1, 13, 104, nt
6) CNC(=S)NCC(O)c1ccc([N+](=O)[O-])cc1 (stereo not given)
    95, 93, 94, -0.1, 91, 93, 15, 0, 11, 96, 8
7) COCc1cc(C2C(C(=O)c3ccco3)=C(O)C(=O)N2CCOCCO)ccc1O (stereo not given)
    100, 109, 103, 2.0, 105, 102, 47, 5, 27, 101, nt
8) Cc1cc(C)nc(NC(=O)CSc2ccccn2)n1
    99, 103, 97, 0.1, 101, 98, 23, 1, 12, 104, -4
9) O=C(N/N=C/c1c(Cl)cccc1Cl)c1n[nH]c2c1CCCC2
    96, 106, 99, -0.2, 104, 101, 7, 4, 19, 102, -7
10) CCOc1ccc(NC2c3ccccc3C(=O)N2Cc2ccco2)cc1 (stereo not given)
    98, 103, 101, -2.6, 99, 100, 9, -3, 18, 98, nt
11) CN1C(=O)C(O)(CC(=O)/C=C/C=C/c2ccccc2)c2ccccc21 (stereo not given)
    102, 105, 101, 0.2, 103, 101, 8, 1, 13, 100, 8
12) CC(C)CN1CN(Cc2ccco2)CNC1=S
    99, 100, 100, 0.3, 99, 101, 14, -1, 19, 100, -8
13) CSCCC(NS(=O)(=O)c1ccc(C)cc1)C(=O)NC1CCCCC1 (stereo not given)
    97, 101, 98, -0.2, 97, 99, 22, -2, 13, 99, 6
14) O=C(Nc1ccccc1)c1ccc2c(c1)OCO2
    98, 101, 102, 0.2, 101, 100, 11, 4, 12, 104, 4
15) CCOC(=O)c1ccc(NC(=S)N2CCSC2c2ccc(OC)cc2)cc1 (stereo not given)
    100, 106, 99, 0.3, 99, 101, 3, -2, 17, 100, 4
16) CCOc1ccc(N=c2scc(-c3ccc(OC)cc3)n2CCO)cc1
    97, 103, 99, 0.5, 101, 101, 21, 0, 11, 97, 1
17) O=C(CN1CCN(Cc2ccccc2)CC1)N1N=CCC1c1ccccc1 (stereo not given)
    98, 96, 100, -0.1, 100, 97, 7, -1, 21, 103, -7
18) CC1=NOC(=O)/C1=C\c1ccc(-c2ccc(Br)cc2C(=O)O)o1
    89, 93, 94, -0.1, 94, 92, 9, 0, 14, 94, nt
19) COc1cc(NC(=O)c2cccnc2)ccc1-c1cc2ccccc2oc1=O
    97, 94, 96, 1.4, 102, 98, 9, 11, 18, 103, -11
20) O=C(Nc1ncc(Cc2ccccc2)s1)c1cccs1
    96, 103, 98, 0.0, 98, 102, 9, 19, 33, 102, -33
21) O=[N+]([O-])c1nn(-c2ccccc2)n(O)c1=NCCc1ccccc1
    103, 103, 101, 2.0, 105, 104, 14, 15, 23, 99, -19
22) O=C(/C=C/c1ccc(Cl)c(Cl)c1)NC1=NCCS1
    96, 98, 103, 0.6, 99, 103, 9, 6, 24, 107, 8
23) O=C(C1CCN(C2CC(=O)N(c3cccc(Cl)c3)C2=O)CC1)N1CCCCCC1 (stereo not given)
    97, 97, 97, 1.9, 98, 98, 8, 9, 19, 100, -12
24) COc1ccc(C(=O)Nc2ccccc2-c2nnn(CC(=O)N3CCOCC3)n2)cc1
    96, 98, 97, 1.0, 98, 98, 11, 9, 10, 99, 1
25) CCN(CC)C(=O)c1c2c(nc3ccccc13)-c1ccccc1CC2
    97, 97, 97, 0.6, 99, 96, 6, 1, 30, 98, nt
26) Cc1ccc(NC(=S)/C(=C(\[O-])c2ccc(F)cc2)[n+]2ccccc2)cc1
    95, 101, 99, -0.6, 99, 96, 12, -2, 10, 101, 39*
27) CN(C)Cc1c(O)ccc2c(-c3ccccc3)cc(=O)oc12
    97, 106, 103, 0.7, 100, 100, 13, 3, 13, 103, -19
28) Cc1nc(-n2nnc(CO)c2CO)nc2c1CCC2
    92, 99, 95, 1.4, 96, 97, 9, 5, 12, 91, 17
29) CC(Nc1ccc2c(c1)OCCO2)C(=O)N1c2ccccc2CC1C (stereo not given)
    97, 100, 104, 0.1, 99, 102, 4, 3, 9, 103, -22
30) CC1CN(C(=O)c2c(Br)cnn2C)CC(C)O1 (stereo not given)
    101, 104, 98, 0.9, 98, 101, 13, 15, 10, 96, 2
31) O=C(COc1ccc(Cl)cc1Cl)N/N=C/CCc1ccccc1
    105, 106, 109, 0.2, 107, 107, 26, 1, 23, 107, nt
32) CC(C)NC(=S)Nc1ccc(Oc2ccccc2)cc1
    99, 96, 99, 0.5, 97, 99, 11, 5, 26, 98, nt
33) CCOC(=O)c1c(NC(=O)c2ccc(C)cc2)sc2c1CC(C)(C)NC2(C)C
    100, 102, 99, 7.9, 98, 98, 6, 4, 18, 105, nt
34) Cc1cc(-c2ccc(/C=N/n3cnnc3)o2)ccc1Cl
    98, 98, 97, -0.9, 96, 95, 5, -11, 9, 93, nt
35) CC1CCCC(NC(=O)COC(=O)Cc2ccsc2)C1C (stereo not given)
    ?, ?, ?, 0.4, ?, ?, 8, 2, 5, ?, nt
36) O=[N+]([O-])c1ccc(Oc2ccc(F)cc2)c2ccncc12
    94, 100, 96, 0.9, 98, 98, 9, 5, 49, 97, -3
37) CCc1ccc(CNC(=O)CN2C(=O)COc3ccccc32)cc1
    100, 101, 103, -0.1, 100, 99, 5, 0, 42, 103, -2
38) CCCCCn1c(N)c(-c2nc3ccccc3s2)c2c([N+](=O)[O-])nn(C)c(=O)c21
    97, 103, 99, -0.3, 101, 99, 40, -1, 16, 101, nt
39) Nc1nc(CSc2n[nH]c(-c3ccccc3)n2)nc(Nc2ccccc2)n1
    95, 97, 94, 0.0, 96, 97, 11, 0, 33, 93, nt
40) O=C(Cn1cc([N+](=O)[O-])cn1)NCc1cc2ccccc2[nH]1
    102, 104, 99, 0.1, 103, 103, 3, 0, 10, 99, -3
41) C/C(CC(=O)Nc1cccc2c1CCCC2)=N\NC=O
    97, 100, 100, 0.0, 98, 99, 17, 0, 14, 105, -12
42) CCOC1CS(=O)(=O)CC1OCC (stereo not given)
    103, 105, 105, 0.1, 104, 104, 38, 1, 12, 104, nt
43) Cc1nn(-c2ccccc2)c2nc(-c3ccncc3)cc(C(=O)NCc3ccco3)c12
    99, 100, 100, 9.5, 96, 101, 13, 8, 27, 97, 56*

Structural class: those above with a furan ring, fused or not
Value order: Rac1 act GTP bind, Rac1 wt modul, Rab2A wt mod, ABCB1 block, Cdc42 wt, HRas wt GTP bind, Avidin bead fluor, ABCG2 block, GSH bead fluor, Rab7 wt GTP bind, Pf gametocyte
4) O=C(CSc1ncc(-c2ccccc2)n1-c1ccccc1)NCc1ccco1
    97, 106, 100, 0.0, 102, 102, 14, 20, 37, 99, -5
7) COCc1cc(C2C(C(=O)c3ccco3)=C(O)C(=O)N2CCOCCO)ccc1O (stereo not given)
    100, 109, 103, 2.0, 105, 102, 47, 5, 27, 101, nt
10) CCOc1ccc(NC2c3ccccc3C(=O)N2Cc2ccco2)cc1 (stereo not given)
    98, 103, 101, -2.6, 99, 100, 9, -3, 18, 98, nt
12) CC(C)CN1CN(Cc2ccco2)CNC1=S
    99, 100, 100, 0.3, 99, 101, 14, -1, 19, 100, -8
18) CC1=NOC(=O)/C1=C\c1ccc(-c2ccc(Br)cc2C(=O)O)o1
    89, 93, 94, -0.1, 94, 92, 9, 0, 14, 94, nt
34) Cc1cc(-c2ccc(/C=N/n3cnnc3)o2)ccc1Cl
    98, 98, 97, -0.9, 96, 95, 5, -11, 9, 93, nt
43) Cc1nn(-c2ccccc2)c2nc(-c3ccncc3)cc(C(=O)NCc3ccco3)c12
    99, 100, 100, 9.5, 96, 101, 13, 8, 27, 97, 56*
